HEK293 tox: cytotoxicity in counter-screen for GLP-1R inverse agonists; HEK293 cAMP-luciferase reporter cells, luminescence, 24 h; Potency, µM (top dose mostly 38.3 µM), without a hit: top-dose activity change, negative = inhibition, usual class: inhibitors; hit rate 0.13% among 410,000; AID 624418;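 note: loss of luciferase light is scored as toxicity; potency is the fitted concentration of half-maximal effect; % is set by controls: 0 for no effect and ±100 for the full control effect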
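Seeding density was 200 cells/uL; after overnight-length (12 h) culture, 23 nL compounds went on for 24 h at 37 °C. Readout used a luciferase detection reagent, luminescence taken after 12 min at room temperature.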
KB-3-1 tox: kills parental KB-3-1 adenocarcinoma cells; KB-3-1 viability, CellTiter-Glo ATP luminescence, 72 h; hit rate 1.4% among 400,000; Potency, µM (titrated, usually from 46.1 µM), without a hit: at the top dose activity change, negative = cytotoxic, hits mostly cytotoxic; note: potency is the fitted concentration of half-maximal effect; % is set by controls: 0 for no effect and ±100 for the full control effect; nearly all actives have a fitted effect of over 60% in size
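Screening of KB-3-1 cells (DMEM, 10% FBS, phenol-red free) ran from lowest to highest compound concentration; after 72 h at 37 °C viability was read luminescently and curves fitted.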
IL-1B inflam inh: inhibitors of inflammasome signaling (IL-1 beta secretion); THP-1 LPS/ATP IL-1B secretion, AlphaLISA, 16 h; hits give low values; activity change, % at 57.5 µM; hit rate 4.7% among 360,000; AID 743279; in the data active = activity change below about -50%; inconclusive = mostly about -30% to -49%; note: % is set by controls: 0 for no effect and ±100 for the full control effect
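THP-1 cells pretreated 1 hr with compounds (up to 57.5 uM final), then stimulated with LPS (250 ng/mL final) plus ATP (1.25 mM final); secreted IL-1B measured by AlphaLISA after 16 hr, decreased signal indicating inhibition.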
HT1080-NT tox: kills 2HG-producing HT-1080-NT fibrosarcoma cells; hit rate 1.6% among 360,000; Potency, µM (top dose mostly 46.1 µM), inactives show top-dose activity, negative = less viability, hits mostly cytotoxic; AID 686970; HT-1080-NT fibrosarcoma viability, CellTiter-Glo ATP luminescence, 48 h;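 note: NT is the 2HG producing partner of a matched IDH1 knockdown line; potency is the fitted concentration of half-maximal effect; 0% = DMSO-treated cells and -100% = media-only wells without cells; nearly all actives have a fitted effect of over 55% in size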
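HT-1080-NT; 750 cells/well; 5% FBS RPMI; 48 h compound, 37 degrees C; CellTiter-Glo luminescence; curve fitting and curve-class assignment.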
MCF10A rerep: inducers of DNA re-replication in MCF 10A breast cells; hit rate 2.9% among 350,000; Potency, µM (top dose mostly 46.1 µM), for inactives: top-dose activity, positive = re-replication, hits mostly activators; MCF 10A DNA re-replication, Hoechst nuclear intensity, 48 h; AID 624296; note: potency is the fitted concentration of half-maximal effect; % of control where 0% means no effect; nearly all actives have a fitted effect of over 50% in size
KB-V1 cytotox: kills drug-selected multidrug resistant KB-V1 cells | KB-V1 MDR cells viability, CellTiter-Glo, 72 h | Potency, µM (series often up to 46.1 µM), inactives show at the highest dose activity change, negative = cytotoxicity, actives largely listed as cytotoxic | hit rate 3.4% among 400,000 | AID 1347076; note: potency is the fitted concentration of half-maximal effect; % is set by controls: 0 for no effect and ±100 for the full control effect; nearly all actives have a fitted effect of over 60% in size
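KB-V1 cells (P-gp-expressing MDR subline of KB-3-1) in phenol-red-free DMEM with 10% FBS were exposed to library compounds over a concentration series for 72 h at 37 degrees C. Viability read by CellTiter-Glo luminescence; concentration-effect curves fitted after normalization.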
SW480 rerep: induces DNA re-replication in SW480 colon adenocarcinoma cells; SW480 DNA re-replication, Hoechst DNA content imaging, 48 h; Potency, µM (top dose mostly 46.1 µM), for inactives: at the top dose re-replication activation, actives largely listed as activators; hit rate 1.8% among 340,000; AID 624297; note: potency is the fitted concentration of half-maximal effect; % of control where 0% means no effect; nearly all actives have a fitted effect of over 55% in size
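250 cells/well; 23 nL cpd via pin tool; 48 hr, 37 C, 5% CO2; Hoechst 40 min; imager read of total nuclear intensity, ex 405/em 500-530 nm.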
DRD3 agonist: activates the human D3 dopamine receptor; D3R DiscoveRx beta-arrestin cells, luminescence, 90 min; max activation, %; P35462; hit rate 0.58% among 410,000; AID 652048; in the data active = max activation above about 30%; note: 0% is about no effect; mostly tested at two doses, the higher about 12 µM
Target sequence (P35462 whole entry, looked up): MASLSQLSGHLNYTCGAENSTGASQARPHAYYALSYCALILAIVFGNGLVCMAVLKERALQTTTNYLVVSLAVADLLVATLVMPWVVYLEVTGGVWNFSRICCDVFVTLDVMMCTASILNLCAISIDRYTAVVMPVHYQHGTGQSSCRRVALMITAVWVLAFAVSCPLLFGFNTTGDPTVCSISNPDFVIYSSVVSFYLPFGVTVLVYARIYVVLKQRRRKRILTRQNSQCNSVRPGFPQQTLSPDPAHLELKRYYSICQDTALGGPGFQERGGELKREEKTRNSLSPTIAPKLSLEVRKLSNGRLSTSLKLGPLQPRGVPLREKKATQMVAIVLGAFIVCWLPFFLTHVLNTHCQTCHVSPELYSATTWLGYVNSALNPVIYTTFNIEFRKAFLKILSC
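Cells at 1500/well, incubated overnight, then treated with pinned compounds (dopamine as control) for 90 min at 37 degrees C. DiscoveRx reagent added for 30 - 60 minutes at room temperature; luminescence read.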
HT1080 IDH1KD tx: kills HT-1080 cells with IDH1 knockdown | HT-1080 IDH1 knockdown viability, ATP luminescence, 48 h | Potency, µM (doses to about 46.1 µM), inactives show at the highest dose activity, negative = toxicity, most hits filed as cytotoxic | hit rate 2% among 360,000;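 note: potency is the fitted concentration of half-maximal effect; 0% = DMSO wells and -100% = cell-free medium wells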
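% activity derives from luminescence (CellTiter-Glo), normalised to DMSO and no-cell wells. HT-1080-IDH1KD cells, 750/well, had 48 h compound exposure at 37 °C.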
* hit, by the source's call; ? = inconclusive; · = no result given; [ ] = another dose, or the depositor's remark. Unless noted, calls come from the whole dose curve; as a rule, active = well fitted curve in the direction sought with a large enough effect; inconclusive = small, poorly fitted or top-dose-only effect, or another doubt; inactive = no such curve, though single readings can be large; an effect the other way counts as inactive or inconclusive.

mol	HEK293 tox	KB-3-1 tox	IL-1B inflam inh	HT1080-NT tox	MCF10A rerep	KB-V1 cytotox	SW480 rerep	DRD3 agonist	HT1080 IDH1KD tx
Cc1cc(C(=O)CSc2nnc(-c3ccc(F)cc3)o2)c(C)n1CC1CCCO1 (stereo unspecified)	-6%	-12%	25	-10%	2%	?	-7%	6	-5%
CC(C)COC(=S)Nc1ccccc1	-19%	3%	18	3%	8%	26%	-4%	-5	10%
O=C(COC(=O)c1ccco1)NCCc1ccc(Cl)cc1	-3%	2%	7	10%	2%	?	0%	1	0%
COc1ccc(C2CC(C)=NN2C=O)cc1OC (stereo unspecified)	4%	13%	-9	0%	2%	11%	-3%	-2	-1%
O=C(NCC1CCCCC1)C1CCN(C(=O)NC2CCCCC2)CC1	-4%	-13%	18	-1%	1%	16µM*	2%	-3	0%
CCOC(=O)Nc1ccc(S(=O)(=O)Nc2nc(C)cc(C)n2)cc1	-18%	1%	0	4%	4%	-16%	-1%	3	-5%
O=C(CN1C(=O)NC2(CCCC2)C1=O)Nc1ccccc1-c1ccccc1	-3%	10%	-14	3%	5%	-13%	-1%	5	5%
C/C=C/C=C\C(=O)Nc1cccc(C2=NOC3(C2)C[C@@H](C(N)=O)N(C(=O)/C(C)=C/C)C3)c1 (stereo partly specified)	-11%	4%	8	13%	6%	-3%	-15%	-8	20%
O=C(NNS(=O)(=O)c1ccccc1)c1ccc([N+](=O)[O-])cc1	-1%	-2%	0	8%	?	?	-106%[inhibitor]	3	17%
COc1ccc(CCC(=O)OCC(=O)NCc2ccccc2)cc1	-14%	1%	9	3%	-2%	11%	0%	2	12%
CC(C)NC(=O)COC(=O)CNC(=O)c1cc(Cl)cc([N+](=O)[O-])c1	3%	20%	8	5%	6%	15%	-5%	3	0%
CC(C)c1ncc(C(O)c2ccccc2)n1C (stereo unspecified)	2%	0%	-21	4%	2%	10%	-14%	6	-11%
CCN1C(=O)c2ccc(C(=O)NCc3ccccc3)cc2C1=O	-9%	4%	0	9%	2%	0%	-7%	0	14%
Cc1ccccc1NC(=O)CN1C(=O)NC2(CCc3ccccc32)C1=O (stereo unspecified)	3%	0%	-10	-7%	-7%	4%	0%	-4	1%
Cc1cc(OCC(=O)Nc2cccc(S(=O)(=O)N3CCCCC3)c2)ccc1Cl	-28%	0%	-8	-1%	9%	6%	1%	-17	-2%
COC(=O)c1ccc(NS(=O)(=O)c2ccc(-n3cccn3)cc2)cc1	-5%	0%	·	·	·	?	·	-5	·
COc1cccc(NC(=O)[C@@H]2CCCN2C(=O)[C@@H]2Cc3ccccc3CN2C(=O)OC(C)(C)C)c1	8%	-1%	15	?	1%	23%	-12%	-2	-28%
COc1ccc(C(CNC(=O)c2ccc(OC)c(S(=O)(=O)N3CCCC3)c2)N2CCCC2)cc1 (stereo unspecified)	-11%	0%	9	4%	-4%	-10%	-19%	-23	-2%
COc1cccc(C(c2sc3nc(-c4ccco4)nn3c2O)N2CCOCC2)c1 (stereo unspecified)	-3%	4%	·	·	·	?	·	8	·
CC1(C)OC(C)(C)/C(=C/Nc2ccc(O)cc2)C1=O	-11%	28%	14	7%	?	3%	10%	1	11%
O=C(NNC(=O)c1cc2c(s1)CCCC2)c1ccccc1	-4%	-2%	-5	11%	1%	15%	3%	3	5%
CN(C)C(CNC(=O)c1ccc(S(=O)(=O)Nc2ccccc2F)cc1)c1ccco1 (stereo unspecified)	-3%	-8%	15	-3%	12%	?	-5%	-8	10%
CCOc1ccc(C(=O)N2CCCN(C(=O)c3ccc(OCC)cc3)CC2)cc1	-5%	9%	4	13%	2%	-1%	3%	1	2%
COC(=O)c1nnn(CC(=O)NC(=O)Nc2ccccc2)c1C(=O)OC	-1%	20%	-70*	6%	?	0%	0%	11	1%
CCc1cc(=O)oc2cc(OCc3nn[nH]n3)ccc12	16%	-4%	-1	12%	-15%	4%	-2%	1	15%
O=C(CCCCn1c(=O)c2ccccc2n(Cc2cccc(F)c2)c1=O)NCc1ccc2c(c1)OCO2	-4%	?	·	·	·	?	·	0	·
CN1C(=O)c2ccc(NC(=O)C3CC3)cc2C1=O	0%	8%	-11	5%	-11%	29%	-6%	5	1%
CCNc1nc2c(c(=O)[nH]c(=O)n2C)n1CCCc1ccccc1	-1%	4%	7	5%	10%	3%	4%	-9	2%
COc1ccc(C(=O)Nc2nnc(-c3ccccc3)s2)cc1	9%	0%	2	3%	?	-2%	-7%	4	6%
CC(=O)c1cc(C#N)c(N2CCOCC2)nc1C	2%	8%	-8	12%	-8%	0%	-8%	0	3%

One compound at a time, as listed above.
CCOc1ccc(C(=O)N2CCCN(C(=O)c3ccc(OCC)cc3)CC2)cc1 is entered as HEK293 tox: -5%; KB-3-1 tox: 9%; IL-1B inflam inh: 4; HT1080-NT tox: 13%; MCF10A rerep: 2%; KB-V1 cytotox: -1%; SW480 rerep: 3%; DRD3 agonist: 1; HT1080 IDH1KD tx: 2%
CC(C)NC(=O)COC(=O)CNC(=O)c1cc(Cl)cc([N+](=O)[O-])c1 is entered as HEK293 tox: 3%; KB-3-1 tox: 20%; IL-1B inflam inh: 8; HT1080-NT tox: 5%; MCF10A rerep: 6%; KB-V1 cytotox: 15%; SW480 rerep: -5%; DRD3 agonist: 3; HT1080 IDH1KD tx: 0%

(more compounds)
mol	HEK293 tox	KB-3-1 tox	IL-1B inflam inh	HT1080-NT tox	MCF10A rerep	KB-V1 cytotox	SW480 rerep	DRD3 agonist	HT1080 IDH1KD tx
CC(C)(C)c1ccc(OCC(=O)NNC(=O)c2cccnc2)cc1	0%	-2%	4	23%	8%	11%	-9%	1	11%
CCCCN(CCCC)S(=O)(=O)c1ccc2oc(C(=O)N3CCOCC3)c(C)c2c1	-1%	-19%	-7	2%	2%	4.6µM*	10%	-3	-24%
CC(=O)Oc1ccc(/C=N/NS(=O)(=O)c2ccccc2)cc1	1%	-14%	26	-17%	-3%	-10%	?	0	-16%
CSc1ccc(Cn2c(C)c(C(=O)NCCC#N)sc2=O)cc1	8%	?	-10	-5%	·	15µM*	·	5	?
Cc1ccc(S(=O)(=O)N2CCOCC2)cc1NC(=O)CN1C(=O)NC(C)(c2ccc(Cl)cc2Cl)C1=O (stereo unspecified)	2%	-5%	29	-7%	?	15%	-2%	5	0%
O=C(CCCn1c(=O)c2sccc2n(CC(=O)OCc2ccccc2)c1=O)NCc1ccco1	-10%	8%	-17	-1%	18%	3%	0%	-7	17%
COc1ccc(OC)c(NC(=O)c2cnn(-c3ccc(C)cc3)c2C2CCNCC2)c1	3%	-4%	·	·	·	-6%	·	-12	·
O=C(COC(=O)/C=C/c1ccco1)Nc1cc(S(=O)(=O)N2CCOCC2)ccc1Cl	15%	0%	-13	-7%	?	?	?	1	-3%
CC(C)C(=O)Nc1ccc(Sc2ccc(F)cc2)cc1	0%	-13%	-3	2%	6%	-7%	4%	6	-4%
Cc1cc(C)cc(S(=O)(=O)c2cnc3ccccc3n2)c1	-3%	10%	-99*	-16%	?	-7%	?	0	?
Cc1ccc(NC(=O)Cn2nnc(-c3ccccc3NC(=O)c3cccs3)n2)cc1	-51%	1µM*	9	1.2µM*	6.5µM*	1.3µM*	3.7µM*	3	1.2µM*
CCC1CCCCN1C(=O)CN1C(=O)CSC1=O (stereo unspecified)	-13%	-4%	-5	8%	-10%	?	4%	2	3%
Cc1nc(-c2ccc(S(=O)(=O)Nc3ccc(C)c(N(C)C)c3)cc2)co1	6%	18µM*	·	·	·	?	·	5	·
O=C(Cn1c(=O)oc2cc(S(=O)(=O)N3CCCCC3)ccc21)NCc1ccc(F)cc1	6%	-18%	·	·	·	-5%	·	-2	·
O=C(Nc1ccccc1)NC1(C(=O)N2CCN(c3ncccn3)CC2)CCCCC1	1%	-4%	31	8%	-3%	14%	-2%	-3	6%
C[C@H](CO)N1C[C@H](C)[C@@H](CN(C)C(=O)NC2CCCCC2)Oc2c(NC(=O)Nc3ccc4c(c3)OCO4)cccc2C1=O	2%	14%	-14	2%	-1%	-8%	-1%	4	3%
COc1cccc(N(C(=O)Cn2nnc(-c3ccc(Cl)cc3)n2)C(C(=O)NCC2CCCO2)c2ccc(C)cc2)c1 (stereo unspecified)	7%	-22%	-9	0%	2%	8%	5%	3	5%
CC(=O)N1C(C(=O)O)CSC1c1ccc(C)cc1 (stereo unspecified)	15%	-6%	8	0%	-7%	-15%	7%	-3	-3%
CC1C=CCC2C(=O)N(c3cccc(C(=O)N4CCN(c5ccc(F)cc5)CC4)c3)C(=O)C12 (stereo unspecified)	0%	7%	-8	5%	3%	18µM*	1%	6	-3%
Cc1ccc(/C=C(\NC(=O)c2ccccc2)C(=O)NC2CCN(Cc3ccccc3)CC2)o1	1%	·	-21	12%	6%	·	2%	-30	14%
CS(=O)(=O)c1ccc(-c2nnn(CC(=O)N3CCCCC3)n2)cc1	-8%	-2%	38	12%	3%	0%	3%	2	6%
Cc1ccc(NC(=O)CCCN2C(=O)c3cccc4cccc(c34)C2=O)cc1	23%	-3%	-13	13%	?	-27%	3%	-17	14%
Oc1c(C(c2ccco2)N2CCC3(CC2)OCCO3)sc2ncnn12 (stereo unspecified)	-1%	5%	0	4%	-1%	?	-2%	-4	1%
Cc1ccc(C#N)c(SCC(=O)Nc2nccs2)n1	109%[activator]	-16%	15	0%	?	-2%	16µM*	2	0%
CN1CCN(C(=O)CCn2nc(-c3ccccc3)c3ccccc3c2=O)CC1	-9%	13%	-3	-2%	0%	1%	4%	10	0%
CCOc1ccc(NC(=O)c2cc(=O)c3ccc(C)c(C)c3o2)cc1	-4%	4%	·	·	·	-8%	·	2	·
O=C(COC(=O)/C=C/c1cn(-c2ccccc2)nc1-c1ccc2c(c1)OCCO2)NC1CCS(=O)(=O)C1 (stereo unspecified)	-15%	0%	?	-6%	1%	-21%	-10%	0	-7%

Screening data: PubChem, National Center for Advancing Translational Sciences (NCATS)
